# SDO1 yeast rescue: restores growth of sdo1-depleted yeast | z-score at 10 µM | actives 0.21% (n = 140,000) | S. cerevisiae sdo1-depleted JHY4D growth rescue, OD600 30 h; stronger effect = higher value; pdr5 snq2 efflux-pump mutant strain;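 active = z-score above 3 at both the 24 hr and the 30 hr optical density reads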;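 also: z-score against mean and SD of all compound wells on the same plate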
# Insulin prom inh: TRM-6 insulin promoter activity inhibition; actives 0.9% (n = 130,000); TRM-6 cells (human fetal islet line), insulin promoter-eGFP reporter, imaging; reporter expression induced with tamoxifen; inhibition, % at 2 µM;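 active = inhibition above the mean plus 3 SD, with well images judged a real hit on visual review, cut at about 60% in these data, passing the limit was not always enough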
# SDO1 yeast rescue Rescue 24 h: second read-out of SDO1 yeast rescue, no call of its own (marks repeat the call); z-score; S. cerevisiae sdo1-depleted JHY4D growth rescue, OD600; measured here: growth rescue at 24 h;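 0 is the plate mean of compound wells and units are plate SD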
# An asterisk follows results filed as active; . = not tested or not shown; [ ] = remark or other dose.
SMILES,SDO1 yeast rescue,SDO1 yeast rescue Rescue 24 h,Insulin prom inh
N#Cc1cccc(NC(=O)Cc2ccccc2)c1,.,.,-10
CCOC(=O)NC(NC(=O)OCC)C(=O)c1ccccc1,0.48,0.42,0
CCOc1ccc2nc(SCC(=O)c3ccccc3)sc2c1,-0.94,0.1,3
COc1ccccc1N1CCN(C(=O)Cn2nnc(-c3ccncc3)n2)CC1,0.72,0.51,29
NC(=O)COc1ccc(C2c3c(oc4ccccc4c3=O)C(=O)N2CC2CCCO2)cc1 (stereo unspecified),1.2,0.54,.
Cc1ccc(O)c(-c2cc(-c3cccc(F)c3)n[nH]2)c1,-2.2,-1.6,-48
C/C(=N\OC(=O)c1ccc(Cl)cc1)c1nccs1,-1.4,-1.1,-213
CCc1cccc(CC)c1NC(=O)CSc1nnc(CCC(=O)O)c(=O)[nH]1,.,.,45
CC(C)c1ccc(/C=C/C(=O)CCC(=O)O)cc1,.,.,-21
COC(=O)c1ccc(CS(=O)(=O)c2ccccc2C)o1,0.04[10.5 µM],-0.91,11

# Ordered by value in SDO1 yeast rescue (rising): some entries from above
SMILES,SDO1 yeast rescue,SDO1 yeast rescue Rescue 24 h,Insulin prom inh
Cc1ccc(O)c(-c2cc(-c3cccc(F)c3)n[nH]2)c1,-2.2,-1.6,-48
C/C(=N\OC(=O)c1ccc(Cl)cc1)c1nccs1,-1.4,-1.1,-213
CCOc1ccc2nc(SCC(=O)c3ccccc3)sc2c1,-0.94,0.1,3
COc1ccccc1N1CCN(C(=O)Cn2nnc(-c3ccncc3)n2)CC1,0.72,0.51,29

# (cont.)
SMILES,SDO1 yeast rescue,SDO1 yeast rescue Rescue 24 h,Insulin prom inh
Cc1nn(-c2ccccc2)c(Cl)c1/C=N/NC(=O)c1cccc(S(=O)(=O)N2CCCC2)c1,0.18,0.6,0
O=C(O)c1ccccc1NC(=O)C1CCCO1 (stereo unspecified),0.51,0.1,-28
COc1cccc(C2C3CN(C)CC=C3C(C#N)=C(N)C2(C#N)C#N)c1OC (stereo unspecified),-0.09,-0.39,-147
COc1ccc(/C=N\NC(=O)COc2ccc(Cl)cc2Cl)c(C(=O)O)c1OC,2.5,3.7,18
COc1ccccc1-c1cc(C(F)(F)F)nc(S(=O)(=O)CCCC(=O)Nc2cc(C)on2)n1,-1.6,-1.4,-29
O=C(NNC(=O)c1cc2cc(Br)ccc2oc1=O)c1ccc(O)cc1O,.,.,7
CCCCn1c(SCC(=O)N2CCC(C)CC2)nc2ccsc2c1=O,-0.92,-0.56,-89
COc1cccc(OCCNc2cc(N3CCCCC3)ccc2[N+](=O)[O-])c1,-0.05,-0.04,.
O=C(O)c1ccc(Cl)cc1NC(=O)C1CCCO1 (stereo unspecified),0.77,0.24,56
COc1ccc(OC)c2[nH]c(=O)c(CCNC(=O)COc3ccccc3)cc12,-0.75,-0.91,-45
COc1ccc(-c2cc(C(F)(F)F)nc(SCCC(=O)NCc3ccco3)n2)cc1,-1.4,-0.47,8
COc1ccc(-c2nc(-c3ccccc3)no2)c(OC)c1,-0.53,-0.88,0
COc1ccc(OC)c(NC(=O)CSc2nnc(Cn3nnc4ccccc43)n2C)c1,-0.51,-0.23,43
CCc1nccn1S(=O)(=O)c1cccc([N+](=O)[O-])c1,0.67,-0.59,20
Cc1nn(C)c(Oc2cccc(Cl)c2)c1C(=O)O,1.2,1.5,-4
O=C(COc1ccc(Cl)cc1Cl)NCCC1=CCCCC1,-1.1,0.18,35
COc1ccc(S(=O)(=O)N(C)CC(=O)NC2CCCCC2)cc1OC,0.35,-0.24,-244
O=C(CC1SC(=Nc2cccc3ccccc23)N(Cc2ccccn2)C1=O)Nc1ccccc1Br (stereo unspecified),-1.1,-0.02,-23
Cc1cc(/C=N/NC(=O)c2cccs2)c(C)n1-c1ccccc1,-0.23,-0.73,2
CCCc1ccc(-c2c(C)sc(N)c2C#N)cc1,-1.9,-0.81,16
COC(=O)NCCOc1nc(N(C)C)nc(N(C)C)n1,0.31,0.15,23
O=C(NCCCN1CCOCC1)c1ccc(Sc2cccc(Cl)c2)c([N+](=O)[O-])c1,-0.19,-0.25,-51
COC(=O)c1[nH]c2cc(OC)ccc2c1NC(=O)CCN1CCSCC1,0.06,-0.66,16
Cc1nsc(Nc2ccc([N+](=O)[O-])cc2)c1C#N,.,.,20
Cc1ccc(-c2csc(N3CCC(C(N)=O)(N4CCCCC4)CC3)n2)cc1,-0.58,-0.07,.
Cn1c(SCCCC(=O)c2ccc(F)cc2)nnc1-c1ccncc1,-0.15,-0.43,-44
COc1ccccc1CNC(=O)C1CC(c2cccc([N+](=O)[O-])c2)=NO1 (stereo unspecified),0.66,-0.06,22
CNCC(=O)Nc1c(C)n[nH]c1C,1.8,1.3,-45
COc1ccccc1CNC(=O)c1ccc(-c2ccccc2)cc1,0.02,0.27,.
O=C1N[C@@H](Cc2cnc[nH]2)C(=O)N2CCC[C@@H]12,0.11,-0.36,-71
CC(=O)OCC1=C(C(=O)O)N2C(=O)C(NC(=O)c3ccc(F)cc3)C2SC1 (stereo unspecified),.,.,8
CN1CCN(CC(=O)Nc2ccc(Oc3ccccc3)cc2)CC1,-0.53,-0.42,50
COC(=O)Cc1c(C)nc2nc(NCc3ccc(Cl)cc3)[nH]n2c1=O,0.23,-0.38,.
O=C(NCc1ccco1)c1ccc2c(=O)n(-c3ccccc3)c(=O)n(Cc3cccc(F)c3)c2c1,-1.1,-0.19,-48
Cc1c2c(nc3ccccc13)OCC2,0.24,-0.41,-19
CC(C)CNC(=O)C(=O)Nc1ccc(N(C)C)cc1,-0.21,-0.37,29
N#CC(c1cccc(Cl)c1)c1ncc(C(F)(F)F)cc1Cl (stereo unspecified),0.37,-0.47,-30
CN(Cc1cccs1)C(=O)COc1ccc(-c2nnco2)cc1,-0.09,-0.36,.
O=C(CNS(=O)(=O)c1ccc2ccccc2c1)NCCc1ccccn1,.,.,-117
Cn1c(SCc2nnc(-c3ccccc3Br)o2)nc2sc3c(c2c1=O)CCC3,-1.7,-0.74,9

# Record cards, from the list above:
# CN(Cc1cccs1)C(=O)COc1ccc(-c2nnco2)cc1 reads SDO1 yeast rescue = -0.09; SDO1 yeast rescue Rescue 24 h = -0.36; Insulin prom inh = .
# Cn1c(SCc2nnc(-c3ccccc3Br)o2)nc2sc3c(c2c1=O)CCC3 reads SDO1 yeast rescue = -1.7; SDO1 yeast rescue Rescue 24 h = -0.74; Insulin prom inh = 9
# O=C(CNS(=O)(=O)c1ccc2ccccc2c1)NCCc1ccccn1 reads SDO1 yeast rescue = .; SDO1 yeast rescue Rescue 24 h = .; Insulin prom inh = -117

# Next structures:
SMILES,SDO1 yeast rescue,SDO1 yeast rescue Rescue 24 h,Insulin prom inh
O=c1cc(-c2ccccc2)[nH]n1-c1ccc([N+](=O)[O-])cc1,0.24,-0.29,-13
Nc1c(C(=O)NCCN2CCOCC2)c2nc3ccccc3nc2n1CCc1ccccc1,-2.1,-1.9,.
CC(C)c1nc2oc3c(=O)[nH]cnc3c2c2c1CCC2,-0.21,0.02,54
CCC(C)(C)NC(=O)c1ccc(S(=O)(=O)N(C)c2ccccc2OC)cc1,-0.63,-0.72,42
CCOC(=O)c1cnc2ccc(C)cc2c1NCCO,0.06,-0.04,-200
COc1ccc(Cl)cc1NC(=O)CCN1CCN(C)CC1,-0.17,-0.75,-19
Nc1nc(-c2ccccc2)nn1C(=O)c1ccco1,.,.,-30
Cc1cccc(C(=O)NNC(=O)c2cccc(C)c2)c1,1,-0.86,42
Cc1ccc(C)c(NC(=S)N=Nc2c(O)n(C)c3ccc(S(=O)(=O)N4CCOCC4)cc23)c1,-0.37,-0.94,41
C=CCn1c(CCc2ccc(OC(C)C)cc2)n[nH]c1=S,.,.,0
COCc1c(C(=O)N2CCN(c3ccc(C(F)(F)F)cn3)CC2)oc2ccccc12,-0.94,-1.2,62
O=C(CC1C(=O)OCN1C(=O)OCc1ccccc1)OCC(=O)c1ccccc1 (stereo unspecified),-0.78,-1.4,.
Cc1ccc(NC(=O)Cn2cnc3sc(C(=O)NCc4ccco4)c(C)c3c2=O)cc1Cl,-0.28,-0.4,.
COc1cccc(N2CC(O)=C(c3ccccc3)C2=N)c1,0.91,0.29,-18
Cc1cccc(CCNC(=O)CCNC(=O)Cn2ccc3ccccc3c2=O)c1,2,1.5,7
COC(=O)c1[nH]c2ccc(Cl)cc2c1NC(=O)C1CC1,-0.72,-0.49,.
CC(=O)c1sc2nc(-c3ccc(C)cc3)c3c(c2c1N)CCCC3,-0.9,-0.46,-29
CCN(CCNS(=O)(=O)c1ccc2c(c1)oc(=O)n2C)c1ccccc1,0.46,0.25,.
O=c1cc(-c2ccccc2)nc2nc(CCc3ccccc3)[nH]n12,0.11,-1.3,-344
Cc1ccc(S(=O)(=O)N/N=c2\sc3ccccc3n2C)cc1,-0.63,-1.3,.
CC(C)CCOc1cccc(OCC(=O)N(C)C2CCS(=O)(=O)C2)c1 (stereo unspecified),0.37,0.29,11
CNC(=O)c1cc(S(=O)(=O)N(C)C)ccc1Cl,-0.38,-0.82,30
Cc1ccc2c(c1)N1C(=O)c3ccccc3C1C1=C(CC(C)(C)CC1=O)N2 (stereo unspecified),-0.45,-0.82,-22
COc1ccc(S(=O)(=O)N2CCOCC2)cc1N=Nc1sc(N)nc1-c1ccccc1,0.3,0.78,.
COc1ccc(NC(=O)C(C)N2C(=O)c3ccccc3C2=O)cc1S(=O)(=O)N1CCOCC1 (stereo unspecified),.,.,0
Cc1cc(N(C)C)cc(C)[n+]1[O-],0.7,0.12,.
CCOc1ccc2nc(SCc3ccc(F)cc3)sc2c1,0.07,0.06,-17
CCOC(=O)c1c(NS(=O)(=O)c2ccc(Br)cc2)sc2c1CCC2,-0.82,-0.87,58
COCCn1c(C)cc(C(=O)CSc2n[nH]c(N)n2)c1C,0.91,0.61,24
O=C1NCC(COCc2ccccc2)O1 (stereo unspecified),0.92,0.7,-38
Cc1ccc(S(=O)(=O)CC(O)COc2ccc(F)cc2Cl)c(C)c1 (stereo unspecified),.,.,31
CCOC(=O)c1c(N2C(=O)Nc3ccccc3N2O)sc2c1CCCCC2,0.43,0.2,25
Cc1ccc(C(=O)COc2ccccc2N2C(=O)c3ccccc3C2=O)cc1,-0.24,-0.43,-19
CCCNc1cc(C)c(C#N)c2nc3ccccc3n12,-1.2,-0.78,-381
O=C(NNS(=O)(=O)c1ccc(Br)cc1)c1ccncc1,0.65,0.05,35
O=C(CSc1nc2ccccc2c(=O)n1-c1ccc(F)cc1)Nc1ccc(N2CCOCC2)cc1,-0.49,0.18,.
Cc1nnc(NC(=O)COc2ccccc2)s1,1.4,1.1,6
CCOC(=O)c1ccc(NC(=O)C2CC2)cc1,-0.6,-0.91,-34
c1ccc(-c2ccccn2)nc1,-0.36,-0.36,0
Cc1ccc(S(=O)(=O)N2CCC(=O)N(C(COCc3cccc(Cl)c3)C(C)C)CC2)cc1 (stereo unspecified),-0.39,-0.16,-95
CCOC(=O)C(C(=O)OCC)C(Nc1cccc(Br)c1)c1ccccc1 (stereo unspecified),-0.78,-0.99,31
COC(=O)c1cc(Br)c(=O)n(-c2ccc(F)cc2)c1,0.19,-0.2,25
O=C(NC1CCCCC1)C(c1ccc(F)cc1)N(Cc1ccc2c(c1)OCO2)C(=O)c1cnsn1 (stereo unspecified),-1.2,-0.3,-226
O=C(NCC(=O)N1CC(O)CC1C(=O)N1CCCC1C(=O)OCc1ccccc1)OCc1ccccc1 (stereo unspecified),.,.,-33
CC(C)NC(=O)C1CCN(C(=O)c2cc3sccc3n2Cc2ccc(F)cc2)CC1,-2.4,-2.2,.
CCn1nnnc1SCC(=O)c1cc(OC)ccc1OC,-0.43,-0.98,28
COc1ccc(OC)c(Nc2nc3nonc3nc2N2CCCC(C)C2)c1 (stereo unspecified),0.17,0.07,-22
COc1ccc(NC(=O)C2CC(=O)n3ncnc3N2)cc1 (stereo unspecified),0.72,-0.54,-35
CC(c1ccco1)N(C(=O)COc1ccccc1[N+](=O)[O-])c1ccccn1 (stereo unspecified),-0.69,-0.57,-40
O=C(c1ccc(S(=O)(=O)N2CCCCCC2)cc1)N1CCN(c2ccccn2)CC1,0.87,0.78,48
# (next part)
SMILES,SDO1 yeast rescue,SDO1 yeast rescue Rescue 24 h,Insulin prom inh
COc1ccc(Cc2nnc(SCC(=O)c3ccccc3)o2)cc1,-0.33,0.09,27
C=C(C)Cc1c(C)nc(-c2ccccc2)[nH]c1=O,-0.56,-0.85,5
COc1ccc(C(=O)OCCNC(=O)c2c(Cl)nc3ccccn23)cc1,-0.91,-0.91,-15
Cc1ccc(S(=O)(=O)NC(CC(C)C)C(=O)Oc2ccc3c4c(c(=O)oc3c2)CCC4)cc1 (stereo unspecified),-0.63,-1.1,-16
CCc1ccc2c(c1)C1(SC(NC(C)=O)=NN1C(C)=O)C(=O)N2C(C)C (stereo unspecified),1,1.2,30
Cn1c(N)c(C(=O)COC(=O)C2(c3ccc(Cl)cc3)CCCC2)c(=O)n(C)c1=O,-0.9,-0.84,-3
CCOc1ccc(OCCOCCOc2c(Cl)cccc2Cl)cc1,.,.,20
CCOc1ccc(C2CC(=O)NC(SCC(=O)OC)=C2C#N)cc1 (stereo unspecified),0.82,0.31,.
CCN(c1ccccc1)c1cc(C)nc2ncnn12,1.7,1.1,.
c1cn(CCCNc2ncnc3sc4c(c23)CCC4)cn1,0.4,0.71,.

# From PubChem BioAssay
